# Abeta rescue: restores growth of yeast expressing A-beta42 peptide | yeast expressing A-beta42, growth rescue, OD600, 48 h; response scale: 0% DMSO, 100% iron-clioquinol control | Potency, µM (titrated, usually from 46.1 µM), for the others: at the top dose growth rescue, actives largely listed as activators | 0.063% of 410,000 active | AID 1347071; also: potency is read from the fitted curve at half-maximal effect; nearly all actives have a fitted effect of over 55% in size
#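 Yeast A-beta toxicity model in growth medium with pinned compounds, 48 h at 30 C; growth read as absorbance at 600 nm. Normalized to FeCl3/clioquinol equimolar mix (positive) and DMSO (negative).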
# HepG2 tox: HepG2 cytotoxicity, counter-screen for TGF-b inhibitors; Potency, µM (series often up to 46.1 µM), without a hit: at the highest dose activity change, negative = cytotoxicity, hits mostly cytotoxic; 0.76% of 410,000 active; AID 588856; HepG2 CAGA-GFP viability, ATP luminescence, 18 h; also: potency is read from the fitted curve at half-maximal effect; some results filed as inactive show a strong effect at the top dose
#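 HepG2 CAGA-GFP cells (1000/well, DMEM with 1% FBS) received compound, then TGF-beta at 500 pg/mL final, and were incubated 18 hours at 37 degrees C. Viability was read by CellTiter-Glo luminescence. Media-only wells were set as complete cell-killing and DMSO as no toxicity.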
# MmCpn inh: M. maripaludis TRiC chaperonin inhibition. purified Mm-Cpn ATPase, ADP Transcreener TR-FRET. AID 504842. 0.031% of 330,000 active. Potency, µM (series often up to 76.9 µM), for the others: at the highest dose activity, negative = inhibition, hits mostly inhibitors; also: potency is read from the fitted curve at half-maximal effect; % is scaled to controls: 0 for no effect and ±100 for the full control effect; nearly all actives have a fitted effect of over 80% in size
#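 Eu-cryptate anti-ADP/ADP-d2 competition gives a ratio inversely related to ADP. Enzyme at 25 nM was pre-exposed to compound for 10 min, then given 10 uM ATP for 30 min, 37°C throughout.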
# Nrf2 ARE act: activates Nrf2 signaling; AREc32 ARE-luciferase reporter (MCF7-derived line), luminescence, 24 h; Potency, µM (titrated, usually from 46.1 µM), for inactives: at the highest dose activation, hits mostly activators; 0.31% of 410,000 active; also: potency is read from the fitted curve at half-maximal effect; % of control where 0% means no effect; nearly all actives have a fitted effect of over 65% in size
#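 Quantitative high-throughput format: AREc32 reporter cells, 1000 per well, received compound by pin transfer and were incubated 24 hr at 37 deg C, 5% CO2, before Steady-Glo luminescence detection.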
# TGFb SMAD3 inh: blocks TGF-b signaling; HepG2 CAGA-GFP TGF-b/SMAD3 reporter, GFP fluorescence, 18 h; TGF-beta stimulated, 500 pg/mL final; Potency, µM (top dose mostly 46.1 µM), for inactives: at the highest dose activity, negative = inhibition, usual class: inhibitors; 1.2% of 410,000 active; AID 588855; also: potency is read from the fitted curve at half-maximal effect; % is scaled to controls: 0 for no effect and ±100 for the full control effect; nearly all actives have a fitted effect of over 65% in size
#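 Using HEPG2 CAGA-GFP reporter cells at 1000 cells/well, we pinned test compounds, stimulated with recombinant TGF-beta (500 pg/mL final) and measured total well GFP after 18 h.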
# Akt phos inh: blocks phosphorylation of Akt. AID 651550. activity change, % for hits at 50 µM. Neuro2A IGF-stimulated pAkt S473 HTRF, 20 min; active compounds read low. 0.32% of 360,000 active; in the data active = activity change below about -80%; inconclusive = mostly about -51% to -80%; also: % is scaled to controls: 0 for no effect and ±100 for the full control effect
#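 Neuro2A cells in DMEM with 0.5% FBS, overnight at 37 deg C, given compound at single 50 µM final, then IGF (6 nM final) for 20 min at 37 deg C. Lysed; phospho-Akt Ser473 by HTRF after 24 h, 665/615 ratio.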
# A549 tox: A549 cytotoxicity, counter-screen for Nrf2 inhibitors. Potency, µM (titrated, usually from 46 µM), inactives show top-dose activity change, negative = cytotoxicity, actives largely listed as inhibitors. A549 ARE-Fluc cells, CellTiter-Fluor viability, 18-24 h. AID 504648. 0.16% of 390,000 active; also: potency is read from the fitted curve at half-maximal effect; % is scaled to controls: 0 for no effect and ±100 for the full control effect
#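 A549 ARE_Fluc cells in 5% FBS OPTI-MEM were exposed to compounds in concentration-response for 18-24 h at 37 deg C. Viability was read by CellTiter-Fluor fluorescence (Ex 405/Em 525) after 30 min, before the luciferase read.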
# CCT chaperon mod: cytosolic chaperonin activity modulation; purified chaperonin ATPase assay, HTRF ADP detection, 30 min; activity change, % (no concentration beside the values), hits read low; 0.3% of 360,000 active; AID 651819; in the data active = activity change below about -30%; also: % is scaled to controls: 0 for no effect and ±100 for the full control effect
#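 TRiC at 40 or 20 nM final (batch-dependent) in 30 mM Tris pH 7.4, 100 mM KCl, 5 mM MgCl2, 1 mM DTT, with compound at single 76 uM and 10 uM ATP, 30 min at 37 deg C. ADP detected by HTRF Transcreener, 665/615 ratio.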
# Nrf2 block: inhibitors of Nrf2 signaling | A549 ARE-Fluc reporter, luciferase luminescence, 18-24 h | Potency, µM (doses to about 46 µM), without a hit: at the highest dose activity change, negative = inhibition, usual class: inhibitors | 2.1% of 360,000 active | AID 504444; also: potency is read from the fitted curve at half-maximal effect; % is scaled to controls: 0 for no effect and ±100 for the full control effect; nearly all actives have a fitted effect of over 60% in size
#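 In this cell-based qHTS, ARE-driven firefly luciferase in A549 cells reports Nrf2 activity; the luminescent signal after BugLite lysis is the measured value, with a prior CellTiter-Fluor read for cell health.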
# * marks the source's active call; other numbers are inactive results; i = inactive; ? = inconclusive; . = no result given; & = joins results of further samples; [ ] = dose if it differs, or a comment. Unless noted, calls follow the shape of the dose curve; as a rule, active = well fitted curve in the direction sought with a large enough effect; inconclusive = small, poorly fitted or top-dose-only effect, or another doubt; inactive = no such curve, though single readings can be large; an effect the other way counts as inactive or inconclusive. Hits appear at their usual frequency; 4.3% or so of the library scored in one or more.
Compound	HepG2 tox	Nrf2 ARE act	Akt phos inh	Nrf2 block	TGFb SMAD3 inh	CCT chaperon mod	Abeta rescue	A549 tox	MmCpn inh
O=C(COc1ccc(F)cc1Br)Nc1ccccc1N1CCOCC1	-19%	4.7%	i	?	?	1.1	5%	1%	-5%
Cn1c(=O)[nH]c(=O)c2c1nc(N1CCN(CCO)CC1)n2Cc1ccccc1Cl	-18%	0.3%	i	20%	0%	0.6	-5%	-7%	4%
c1ccc(-c2ccccc2-c2nc(-c3ccncc3)no2)cc1	-58%	3.2%	i	-15%	0%	-3.9	-28%	12%	-1%
COc1ccc(CNC(C)CCc2ccccc2)cc1 (stereo unspecified)	0%	-0.4%	i	6%	9%	0.5	-1%	4%	0%
Cc1cc(C(=O)NCCCC(=O)O)c(C)o1	-1%	-0.4%	.	2%	15%	-1.3	-4%	12%	2%
CC1CCN(S(=O)(=O)c2ccc3[nH]c(=O)ccc3c2)CC1	6%	-0.5%	i	-13%	-2%	0.7	-4%	-4%	0%
COc1cc(/C=N/NC(=O)C(NC(=O)c2ccccc2)c2n[nH]c(=O)c3ccccc23)ccc1OCC(N)=O (stereo unspecified)	7%	0.2%	i	-17%	0%	0.1	0%	5%	-1%
CC1(c2ccc(OC(F)F)cc2)NC(=O)N(CC(=O)Nc2ccc(S(N)(=O)=O)cc2)C1=O (stereo unspecified)	27%	-0.2%	i	1%	16%	-1.9	-11%	-2%	2%
N#CCCN(C(=O)COC(=O)c1n[nH]c2ccccc12)c1ccccc1	-3%	0.2%	i	15%	-7%	-0.5	6%	-4%	1%
Cc1cccc(C)c1-n1nnnc1C(c1ccnc2ccccc12)N1CCCN(C(=O)OC(C)(C)C)CC1 (stereo unspecified)	.	-0.5%	i	.	.	0.1	4%	.	.

# Exported with each value named: 2 of the compounds above
structure: N#CCCN(C(=O)COC(=O)c1n[nH]c2ccccc12)c1ccccc1
  HepG2 tox: -3% | Nrf2 ARE act: 0.2% | Akt phos inh: i | Nrf2 block: 15% | TGFb SMAD3 inh: -7% | CCT chaperon mod: -0.5 | Abeta rescue: 6% | A549 tox: -4% | MmCpn inh: 1%
structure: Cn1c(=O)[nH]c(=O)c2c1nc(N1CCN(CCO)CC1)n2Cc1ccccc1Cl
  HepG2 tox: -18% | Nrf2 ARE act: 0.3% | Akt phos inh: i | Nrf2 block: 20% | TGFb SMAD3 inh: 0% | CCT chaperon mod: 0.6 | Abeta rescue: -5% | A549 tox: -7% | MmCpn inh: 4%

# Later entries.
Compound	HepG2 tox	Nrf2 ARE act	Akt phos inh	Nrf2 block	TGFb SMAD3 inh	CCT chaperon mod	Abeta rescue	A549 tox	MmCpn inh
CC(=O)Nc1cccc(OCC(=O)NC(C)C(C)C)c1 (stereo unspecified)	8%	0.2%	i	-3%	0%	0.6	0%	-5%	1%
COc1ccc(NC(=O)N(C(C)C)C2CCN(C(C)=O)CC2)c(OC)c1	0%	-0.3%	.	.	-3%	.	7%	-1%	.
Cc1ccc(C)c(C(=O)NCCN(C)C)c1	2%	-0.6%	-110%*	16%	6%	0.6	4%	2%	2%
COc1cc(NC(=O)CCc2nc3cccnc3n2Cc2cccs2)cc(OC)c1OC	-16%	5.9%	.	?	?	.	-57%[inhibitor]	-4%	.
CC1=CC(C)C2(CO)COC(c3ccc(O)cc3)C1C2C (stereo unspecified)	-5%	-0.4%	i	-2%	2%	0.3	12%	1%	-1%
CC(=O)N1CCC(CCCC2CCN(C(C)=O)CC2)CC1	-3%	0.0%	i	0%	0%	-1.2	-2%	0%	2%
Cc1ccc(Cn2c(=N)c(C(=O)NC3CCCCC3)cc3c(=O)n4ccccc4nc32)cc1	-4%	0.5%	i	0%	1%	0.1	16%	2%	-1%
Cc1cc(C)nc(SCC(=O)OCC(=O)Nc2nc3ccccc3s2)n1	15%	4.5%	i	20%	3%	1.0	-27%	3%	0%
Nc1ccc(Cl)c(NC(=O)c2cccs2)c1	1%	6.5%	i	13%	?	0.0	9%	-2%	1%
Fc1ccccc1CSc1ncnc2sc3c(c12)CCCC3	-7%	3.2%	i	-4%	2%	-2.5	6%	?	-4%
COc1cc(OC)cc(-c2nc3nc(C)c(CCC(=O)Nc4cc(C)cc(C)c4)c(C)n3n2)c1	0%	-0.8%	.	12%	-3%	.	-16%	-4%	.
COc1ccc(N2CC(NC(=O)N3CCN(c4ccccc4)CC3)CC2=O)cc1 (stereo unspecified)	-11%	0.1%	i	?	0%	-0.8	-14%	3%	-11%
Cc1cc2nnc(SC3CCCCN(C(=O)c4ccc(F)cc4)C3=O)n2c2ccccc12 (stereo unspecified)	5%	-0.4%	i	1%	1%	-1.1	-11%	-1%	0%
CS(=O)(=O)N(CC(=O)NCC1CCCO1)c1cc(Cl)c(Cl)cc1Cl (stereo unspecified)	-2%	-0.5%	i	1%	21%	-22	14%	-7%	-3%
Cc1cc(O)ccc1N/C=C(\C#N)c1nc2ccccc2o1	-27%	?	i	17%	-25%	-0.9	-3%	-4%	-13%
Cc1ccc(NC(=O)CCNS(=O)(=O)c2cccc3nonc23)cc1Cl	-9%&-11%	0.2%&-0.5%	i	-1%	?	0.2	-2%&-1%	1%&2%	-4%
CNC(=O)c1c(I)c(C(=O)NCC(=O)Nc2c(I)c(C(=O)O)c(I)c(C(=O)NCCO)c2I)c(I)c(N(C)C(C)=O)c1I	-10%	0.3%	i	-1%	-9%	-1.0	-14%	7%	2%
Cc1cc(=O)n2[nH]c(-c3ccccc3Cl)cc2n1	3%	3.2%	i	16%	3%	-2.3	-9%	-5%	0%
O=C(COC(=O)[C@@H]1CC(O)CN1S(=O)(=O)c1ccc2c(c1)OCCO2)Nc1ccccc1F (stereo partly specified)	5%	2.9%	i	15%	-7%	1.1	8%	8%	-1%
CC(C)c1nc2sc3c(=O)[nH]cnc3c2c2c1CCC2	-5%	-0.7%	i	3%	3%	-0.1	6%	3%	0%
CCOC(=O)/C=C1\CN(Cc2cc(OC)c(OC)c(OC)c2)S(=O)(=O)c2ccc(C(F)(F)F)cc21	-15%&0%	2.3%	i	21µM*	8.9µM*	-1.1	-17%	0%	0%
O=C(Nc1cccc(O)c1)c1ccc(NC(=O)c2cccs2)cc1	-23%	3.7%	i	-7%	4%	-4.0	7%	-4%	1%
Nn1c(SCc2cccc(Br)c2)nnc1-c1cccnc1	15%	-0.7%	i	2%	-15%	-2.9	-3%	-5%	-1%
O=C1C=C(c2ccc(-c3ccccc3)cc2)C[C@@H](c2ccc(F)cc2)C1	1%	-0.8%	i	6%	-11%	0.0	2%	-1%	-1%
O=C(Cn1c(=O)oc2ccccc21)NC(=O)NCc1ccco1	6%	3.7%	i	11%	?	-0.3	1%	-3%	-1%
O=C(CSCc1ccc([N+](=O)[O-])cc1)NC1CC1	9%	-0.5%	i	1%	10%	0.0	0%	0%	-1%
CCCOc1ncnc2c1[nH]c1ccc(C)cc12	-18%	1.6%	i	9%	-27%	-3.3	7%	11%	0%
COc1ccc(CNc2nc(-c3ccccc3)nn2C(=O)c2ccccc2OC)cc1	-48%	-0.6%	.	9%	7%	.	-8%	1%	.
CCCNC(=O)c1cc(C2CCCCN2C(=O)c2ccc(C#N)cc2)on1 (stereo unspecified)	7%	-0.9%	i	.	-1%	-0.8	-12%	.	.
CC(C)(C)c1ccc(-n2ncc3c2CCCC3NC(=O)c2ccncc2)cc1 (stereo unspecified)	-6%	-0.3%	i	2.6µM*	?	-2.9	6%	-12%	.
Cc1oc2ncn(CC(C)C)c(=O)c2c1C(=O)N1CCN(c2ccccc2F)CC1	3%	0.1%	.	20%	19%	.	-6%	0%	.
CCOC1=NN(c2ncc(C(F)(F)F)cc2Cl)C(=O)/C1=C/N(C)C	-9%	-0.7%	i	1%	-5%	-2.9	-2%	-1%	1%
Cc1[nH]c2ccccc2c1/C=N\NC(=O)c1ccccc1Cl	-54%	3.1%	i	.	2%	1.1	8%	.	.
CCOc1ccc(-c2nnc(N)s2)cc1	4%	0.4%	i	18%	1%	-0.5	1%	3%	-1%
CCNC(=O)C1CCCN(C(=O)c2ccc3snnc3c2)CC1 (stereo unspecified)	1%	-0.2%	i	.	16%	1.6	-10%	.	.
Cc1ccc(N=C2NC(=O)c3cccc([N+](=O)[O-])c32)cc1	-38%	25%	i	11%	-6%	-1.2	13%	1%	0%
CCOC(=O)C1=C(CS(=O)(=O)c2ccc(Cl)cc2)NC(=O)NC1c1ccc(O)c(OC)c1 (stereo unspecified)	4%	-1.3%	i	1%	-6%	-2.2	6%	-14%	-5%
C[C@H](CO)N1C[C@H](C)[C@@H](CN(C)S(C)(=O)=O)Oc2c(NC(=O)Nc3ccccc3)cccc2C1=O	1%	1.2%	i	-2%	-15%	-2.1	-11%	0%	-1%
CC(=O)C1N=NCC1c1ccccc1 (stereo unspecified)	0%	0.3%	i	1%	14%	0.4	-32%[inhibitor]	0%	.
O=C(CSCc1ccccc1)Nc1cccc(C(=O)Nc2ccccc2C(=O)O)c1	-32%	0.1%	i	-2%	4%	0.4	4%	4%	0%
CCOC(=O)c1c(C)nsc1NCc1ccccc1	-3%	-0.7%	i	-15%	4%	1.1	4%	4%	.
Nc1cc(-c2ccccc2)nn1Cc1ccc(Cl)cc1	0%	8.3%	i	.	?	-4.1	32%	-15%	3%
Cn1cc(-c2cccc(Cl)c2)cc(C#N)c1=O	8%	-0.4%	i	-7%	-7%	0.8	-11%	3%	-1%

# Screening results deposited in PubChem BioAssay by National Center for Advancing Translational Sciences (NCATS).
